EBV LMP1 NFkB: Epstein-Barr LMP1 NF-kappaB reporter inhibition | inhibition, % at 12.5 µM | LMP1-induced NF-kappaB luciferase reporter cells, luminescence | hit rate 0.69% among 350,000; in the data active = inhibition above about 41%;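 also: 0% = neutral control wells and 100% = reference inhibitor control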
NCOA3 inh: human NCOA3 inhibition; Q9Y6Q9; AID 588352; inhibition, % at 3.6 µM; HEK293 GAL4-SRC3 luciferase reporter, luminescence; hit rate 0.17% among 360,000;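 active = inhibition above a per-campaign cutoff, the mean of all compounds plus 3 SD, cut at about 60% in these data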;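 also: 0% = DMSO-treated cells and 100% = gossypol-treated cells at 36 µM; higher means less SRC3-driven luciferase light from the GAL4 reporter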
Target sequence (Q9Y6Q9 whole entry, looked up, the tested form may be a part): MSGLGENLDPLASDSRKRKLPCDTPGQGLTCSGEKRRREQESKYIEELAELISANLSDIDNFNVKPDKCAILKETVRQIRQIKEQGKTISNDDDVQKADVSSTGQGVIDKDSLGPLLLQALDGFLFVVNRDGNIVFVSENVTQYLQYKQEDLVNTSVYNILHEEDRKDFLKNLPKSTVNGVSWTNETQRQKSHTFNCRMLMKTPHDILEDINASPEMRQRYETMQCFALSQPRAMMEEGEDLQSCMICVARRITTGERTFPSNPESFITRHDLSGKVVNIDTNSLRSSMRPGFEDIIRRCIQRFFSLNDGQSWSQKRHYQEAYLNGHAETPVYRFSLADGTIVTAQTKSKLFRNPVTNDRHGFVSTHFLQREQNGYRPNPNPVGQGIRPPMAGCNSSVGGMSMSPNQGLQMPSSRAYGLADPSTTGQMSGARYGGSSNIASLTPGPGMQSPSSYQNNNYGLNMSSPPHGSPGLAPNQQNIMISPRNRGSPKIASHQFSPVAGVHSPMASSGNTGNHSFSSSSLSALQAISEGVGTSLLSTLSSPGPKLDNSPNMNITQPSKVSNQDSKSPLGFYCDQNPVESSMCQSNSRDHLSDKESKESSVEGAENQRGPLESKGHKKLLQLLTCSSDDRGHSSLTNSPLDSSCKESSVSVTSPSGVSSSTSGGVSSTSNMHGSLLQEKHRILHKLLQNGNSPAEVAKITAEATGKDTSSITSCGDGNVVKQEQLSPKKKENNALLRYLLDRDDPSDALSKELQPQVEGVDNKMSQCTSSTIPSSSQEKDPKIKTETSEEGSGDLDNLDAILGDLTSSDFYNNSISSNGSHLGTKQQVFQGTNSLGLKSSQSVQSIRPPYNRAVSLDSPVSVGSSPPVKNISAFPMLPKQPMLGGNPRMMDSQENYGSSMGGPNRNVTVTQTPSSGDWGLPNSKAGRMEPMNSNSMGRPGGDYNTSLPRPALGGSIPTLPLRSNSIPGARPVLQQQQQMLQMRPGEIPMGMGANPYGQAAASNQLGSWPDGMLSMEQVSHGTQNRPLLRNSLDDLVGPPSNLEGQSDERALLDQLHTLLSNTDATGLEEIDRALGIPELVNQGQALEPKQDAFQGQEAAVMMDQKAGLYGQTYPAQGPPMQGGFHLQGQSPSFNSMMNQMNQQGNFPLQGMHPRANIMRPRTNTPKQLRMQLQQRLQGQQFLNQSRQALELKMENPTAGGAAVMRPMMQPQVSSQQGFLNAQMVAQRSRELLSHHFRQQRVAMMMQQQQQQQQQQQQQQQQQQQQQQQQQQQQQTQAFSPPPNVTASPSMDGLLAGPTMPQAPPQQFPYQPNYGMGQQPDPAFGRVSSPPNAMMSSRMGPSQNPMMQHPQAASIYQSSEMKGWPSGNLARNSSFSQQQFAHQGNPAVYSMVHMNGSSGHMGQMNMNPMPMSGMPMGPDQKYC
TRAIL sens C8: sensitizes caspase-8 expressing cells to TRAIL; hit rate 1% among 360,000; NB7+C8 cells + TRAIL, ATPlite viability luminescence; inhibition (viability loss, TRAIL sensitization), % at 10 µM; AID 624354;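 active = compounds causing at least 50% loss of cell viability in the single-dose screen, relative to plate controls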
KKLEB tox: counter-screen for CF NF-kB inhibitors: cytotoxicity; KKLEB CF airway cells viability, ATPlite luminescence, overnight; hits give low values; cells stimulated with P. aeruginosa culture filtrate; activity change (cytotoxicity), % at 5 µM; hit rate 0.36% among 360,000; AID 602141;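 active = corrected activity change at or below -50% at 5 µM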
CF NFkB inh: inhibitors of cystic fibrosis induced NF-kB. KKLEB NF-kB-GFP reporter, PAF-induced, GFP fluorescence overnight. inhibition, % at 5 µM. hit rate 0.86% among 360,000. AID 588850;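 active = at least 50% inhibition at 5 µM, scaled per plate between neutral and stimulator controls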;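 also: PAF is a Pseudomonas aeruginosa culture filtrate used as stimulus; plate controls were PAF-stimulated DMSO wells for no effect and unstimulated DMSO wells for full effect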
NR2F2 inh: inhibitors of human COUP-TFII (NR2F2); P24468; HEK293T NGFI-A luciferase reporter, luminescence; inhibition, % at 8.6 µM; AID 686940; hit rate 0.7% among 370,000;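 active = inhibition above a per-plate cutoff, mean inhibition of test wells between control levels plus 3 SD, cut at about 38% in these data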;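 also: cells cotransfected with COUP-TFII expression vector driving the NGFI-A reporter; 0% = median of COUP-TF2 test wells and 100% = reporter-only cells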
Shn3 inh set2: Schnurri-3 reporter inhibition in Clone20 osteoblasts; Clone20 osteoblast Shn3 3'UTR firefly luciferase, 24 h; inhibition, % at 12.5 µM; hit rate 0.52% among 360,000; AID 588674;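 active = mean inhibition of at least 75% with every replicate also reaching 75%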;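 also: 0% = median of neutral control wells and 100% = pilot-screen positive control compound; some compounds past the cut are filed as inactive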
TROY signal inh: blocks TROY-dependent signaling in reporter cells. Q293 LMP1-TROYcd NF-kB luciferase reporter, 4 h. inhibition, % at 10 µM. hit rate 0.98% among 360,000;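 active = compounds whose plate-normalised and pattern-corrected inhibition of the luciferase reporter signal at the single screening dose is 50% or more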
NR5A2 inv ag: NR5A2 inverse agonism in reporter assay | O00482 | HEK293T StAR-luciferase reporter, LRH-1 transfected, 24 h | inhibition, % at 3.6 µM | hit rate 0.13% among 360,000;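 active = inhibition above the mean inhibition of all tested compounds plus 3 SD, cut at about 73% in these data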;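 also: 0% = DMSO wells and 100% = reporter-only cells lacking LRH-1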
TWEAK-Fn14 inh: blocks TWEAK-Fn14 interaction in a reporter cell assay; TWEAK-stimulated Fn14 reporter cells, luciferase luminescence, 8 h; inhibition, % at 10 µM; hit rate 2% among 360,000; AID 1159606; in the data active = inhibition above about 50%
SRC1 inh: human NCOA1 inhibition; Q15788; HEK293 GAL4-SRC1 luciferase reporter, luminescence; inhibition, % at 3.6 µM; hit rate 0.12% among 360,000; AID 588354;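 active = inhibition above the campaign mean plus 3 SD, with each screening campaign given its own cutoff, cut at about 60% in these data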;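 also: 0% = DMSO treated cells and 100% = gossypol at 36 µM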
Numbers without * were called inactive; . = no result given. Only part of the results is shown; rates above refer to the full screens.

Under each structure – EBV LMP1 NFkB	NCOA3 inh	TRAIL sens C8	KKLEB tox	CF NFkB inh	NR2F2 inh	Shn3 inh set2	TROY signal inh	NR5A2 inv ag	TWEAK-Fn14 inh	SRC1 inh
COc1cc(/C=C2\C(=O)N(c3ccc(S(N)(=O)=O)cc3)N=C2C)ccc1OC(=O)c1ccco1
→ 13	11	0	3	-10	-12	-13	-1	2	-8	5
COc1cc(C(=S)N2CCOCC2)cc(OC)c1OS(=O)(=O)c1ccc(NC(C)=O)cc1
→ -12	-7	1	0	9	-7	-11	-9	7	-3	1
Nc1[nH][nH]c(=O)c1N=Nc1cccc(Cl)c1
→ 4	3	-1	2	10	0	-14	-16	-3	-2	-14
COc1ccccc1CNC(=O)C1(C)CCN1Cc1ccc2ccccc2c1 (stereo unspecified)
→ .	9	3	-2	20	3	11	25	-31	32	-27
COC(=O)c1cc2c(n1S(=O)(=O)c1ccc(C)cc1)C(=O)C(=O)c1[nH]cc(C(=O)OCc3ccccc3)c1-2
→ 88*	88*	93*	-69*	85*	.	92*	65*	-2	103*	87*
COc1ccc2[nH]c3c(=O)n4c(nc3c2c1)SCCC4
→ -12	8	-1	18	-27	1	1	5	-28	-25	-4
O=c1[nH][nH]c(=O)c2nc(Nc3ccccc3)ncc12
→ 8	-17	-2	14	-2	2	6	-8	5	-1	-9
CCOC(=O)c1c(CSc2ccccc2)oc2cc(Br)c(O)c(CN(C)C)c12
→ 3	5	-9	13	-19	5	7	5	8	8	8
CCOC(=O)C1=CN(Cc2ccc(OC)cc2)C=C(C(=O)OCC)C1c1cccs1
→ -13	1	13	4	-4	0	18	11	-9	16	-4
CCOC(=O)c1c(C)n(C)c2cc(Br)c(O)c(O)c12
→ -9	13	-8	-22	26	22	.	-28	13	-25	-14
O=C(OCC(=O)N1CCN(c2ccccc2)CC1)c1ccc(Cl)cc1[N+](=O)[O-]
→ 11	11	1	-42	31	3	-4	17	12	-28	-4
O=S(=O)(NCCS(=O)(=O)N1CCN(c2ccccc2)CC1)c1ccc(F)cc1
→ -6	6	5	8	-14	5	8	23	-5	-21	4
COc1ccc(CCNC(=O)CSCc2ccc(C)cc2)cc1OC
→ 12	-32	-7	6	5	8	11	0	2	9	-4
COC(=O)c1c(C(=O)OC)c(-c2ccc(Cl)c(Cl)c2)n2c1CCC2
→ 6	27	4	-12	12	.	8	28	7	0	11
CCCCc1ccc(-c2csc(/C(C#N)=C/c3ccco3)n2)cc1
→ -9	13	1	3	-8	10	-12	2	-34	21	-17
NC(=O)COC(=O)c1ccc2noc(-c3ccccc3)c2c1
→ -16	-19	5	-4	-8	-35	-2	-48	-29	-26	-34
Cc1sc2ncn(CC(=O)NCCN3CCOCC3)c(=O)c2c1S(=O)(=O)N1CCC(C)CC1
→ -6	2	-44	-4	7	-5	-12	5	7	1	7
O=C(Nc1ccc([N+](=O)[O-])cn1)c1cc(-c2cccc(Br)c2)nc2ccccc12
→ 1	7	8	-9	-13	6	-28	-7	4	-36	-2
Cc1cccc(OCC(=O)OCC(=O)c2c(N)n(C)c(=O)n(C)c2=O)c1
→ 2	-24	2	8	-14	-3	14	10	12	19	-8
COc1ccc(-c2ocnc2C(=O)N2CCN(C(c3ccccc3)c3ccccc3)CC2)cc1
→ -3	11	15	7	7	1	13	32	-17	-14	-16
CSc1nc(-c2ccccc2)nc(NC(=O)C(C)C)c1C(C)=O
→ 1	-12	-4	5	3	-4	21	-4	14	20	-2
COc1ccc2c(c1OC)C(=O)N1c3ccccc3COC21 (stereo unspecified)
→ -33	-75	47	-15	4	-53	-75	-64	-182	3	-85
O=c1[nH]c2ccccc2nc1-c1nnnn1Cc1ccccc1
→ .	.	-10	.	.	-20	.	-17	-2	-24	.
CCC(c1ccccc1)c1nc(-c2cccnc2)no1 (stereo unspecified)
→ -5	20	13	3	-6	5	15	-7	22	-3	5
CCC(C)[C@@H](CN(N=O)[C@@H](Cc1ccccc1)CN(C)N=O)N(CCc1ccccc1)N=O (stereo partly specified)
→ 2	-7	12	7	21	.	39	-4	16	-1	9
O=C1N=c2ccccc2=C1c1sc(=S)n(Cc2ccccc2Cl)c1O
→ 2	15	-9	5	-1	5	49	20	7	-21	-16
COc1ccc(N2CCN(C(=O)CNC(=O)c3ccco3)CC2)cc1
→ -11	12	2	-10	10	10	-6	-4	22	0	-18
CCc1cccc(C)c1NC(=O)CCOc1ccccc1
→ -17	10	-4	14	-25	3	9	-18	15	-24	3
COc1cc(C(C[N+](=O)[O-])c2c(-c3ccccc3)cc3ccccn23)cc(OC)c1OC (stereo unspecified)
→ 9	0	12	10	-9	5	18	-12	13	2	-3
COCc1ccc(CN2CCC(C(=O)Nc3cccc(-c4cccc(Cl)c4)c3)CC2)o1
→ 15	23	34	-9	15	33	34	19	8	-15	-10
COc1cccc(CCNC(=O)CCc2nnc(-c3ccc4c(c3)OCO4)o2)c1
→ -5	-21	-19	12	6	-10	-8	16	-5	1	-11
CCOc1cc(/C=N/NC(N)=O)cc(Br)c1OCC(=O)Nc1ccccc1C
→ 6	-30	5	-13	-10	-4	15	2	19	20	-72
COc1ccc(NC(=O)N(C)C[C@@H]2Oc3cc(Br)ccc3S(=O)(=O)N([C@H](C)CO)C[C@H]2C)cc1
→ 6	-1	-6	10	-7	-4	-22	-13	-7	1	-24
COc1cccc(OCc2cc(C(=O)N(C)C3CC(C)(C)NC(C)(C)C3)no2)c1
→ 5	-7	-16	-4	0	-1	12	-4	-8	1	-18
CCc1cccc(NS(=O)(=O)c2ccc3c(c2)n(C)c(=O)n3C)c1
→ 11	9	5	4	-8	27	72	0	25	25	-4
CN(CC(=O)Nc1ccccc1Cl)C(=O)COC(=O)Cc1c(F)cccc1Cl
→ 12	14	-7	-18	23	17	10	-6	-12	-20	-9
Cc1cnc(SCc2cnc(C)nc2N)nc1
→ 4	6	-9	4	5	3	4	0	1	3	3
C=CCNc1nc(NCCCN2CCCC2=O)c2sc(-c3ccccc3)cc2n1
→ .	10	-2	-24	27	-4	-15	-44	-38	-110	12
CCOc1ccc(N(CC(=O)NCCSCc2ccc(Cl)cc2)S(C)(=O)=O)cc1
→ 4	4	-5	5	-3	14	5	2	-8	-1	4
COc1ccc(C(=O)O)cc1Nc1cc(C)nc2ncnn12
→ -5	9	-8	1	0	-7	-10	-5	11	-21	10
COc1ccccc1N(CC(=O)Nc1ccc(S(=O)(=O)N2CCOCC2)cc1)S(C)(=O)=O
→ 4	-8	-5	4	-15	-8	-3	21	11	-2	-1
O=[N+]([O-])c1ccc(N2CCCC2)cc1NC(c1ccccc1)c1ccccc1
→ 6	4	12	5	7	2	27	-18	-3	-17	-8
CC(SC1=NCCN1S(C)(=O)=O)c1ccccc1 (stereo unspecified)
→ -2	13	0	5	-14	4	-2	-7	-18	1	-3
C/C(=N\NC(=O)c1nnn(-c2nonc2N)c1CN1CCCCC1)c1ccccc1O
→ 14	2	11	4	-8	21	9	0	-17	-48	2
O=C(Nc1nccs1)C1C2/C=C\CCCCC21 (stereo unspecified)
→ -5	15	23	8	10	11	7	-27	-12	-2	-2
CC(=O)OC[C@@H]1CN(Cc2ccccc2)C[C@H](n2cnc3c(N4CCCC4)ncnc32)O1
→ .	8	10	-12	8	-17	5	5	0	19	-16
Cc1nnc(Oc2ccccc2)c2ccccc12
→ -2	-12	5	-8	15	-12	2	-23	-28	6	-27
O=S(=O)(c1ccc(NC(=S)N/N=C/c2cccc(Oc3ccccc3)c2)cc1)N1CCOCC1
→ 15	-7	9	-40	36	-5	16	-12	1	-22	-1
CCn1c(=O)c(-[n+]2ccccc2)c(O)c2ccccc21
→ -6	3	1	0	5	5	-19	-8	4	-4	-10
N#CC(C#N)=Cc1cc2ccccc2nc1N1CCOCC1
→ 0	-16	6	-2	-23	10	11	28	9	35	-4
CCc1ccc(N2C(=O)CC(N3CCN(c4ccccn4)CC3)C2=O)cc1 (stereo unspecified)
→ 6	13	0	-16	0	-18	9	19	0	9	-13
C=CCN=C1CC(C)(C)CC(=O)/C1=C(/O)CCC(=O)OC
→ -4	-5	5	4	10	3	-11	6	-2	-9	-15
CCNc1oc(-c2cccc3ccccc23)nc1C#N
→ -3	-17	10	1	-9	-14	-33	-59	-24	-42	-32
CCS(=O)(=O)N1CCCC(C(=O)NC2CCCC2)C1 (stereo unspecified)
→ 2	16	7	-2	13	1	-8	16	-10	19	6
CCN(Cc1nc2ccccc2c(=O)[nH]1)C(=O)COc1ccccc1-c1ccccc1
→ -5	-12	-1	-5	-12	7	2	6	-24	10	-1
CCOC1=C2CN(S(=O)(=O)c3ccc(C)cc3)[C@H](c3cccs3)C[C@H]2n2c(=O)n(-c3ccccc3)c(=O)n2C1
→ .	-1	18	-1	-3	-6	17	12	0	1	14
CSc1ccc(C2(O)Cc3cccc[n+]3C2c2ccccc2)cc1 (stereo unspecified)
→ -11	-7	-14	-3	2	9	4	2	-23	13	-7
NC(=O)Cn1c(=O)n(CCCC(=O)NC2CCN(Cc3ccccc3)CC2)c(=O)c2ccccc21
→ 2	15	-7	8	-7	-4	-3	15	-1	6	4
O=C(CSc1nnc(-c2ccccc2)n1Cc1ccco1)Nc1ccc(S(=O)(=O)N2CCCC2)cc1
→ 11	1	2	5	9	4	27	18	13	12	6
O=C(O)/C=C/c1cccc(NC(=O)c2ccccc2)c1
→ 0	8	-8	3	2	-6	-14	-2	-15	0	-20

The results go on.
Under each structure – EBV LMP1 NFkB	NCOA3 inh	TRAIL sens C8	KKLEB tox	CF NFkB inh	NR2F2 inh	Shn3 inh set2	TROY signal inh	NR5A2 inv ag	TWEAK-Fn14 inh	SRC1 inh
COc1ccc(CN(C(=O)c2cc3ccccc3oc2=O)C2CCCCC2)cc1OC
→ -15	-45	-11	-7	11	-17	-38	-26	-73	-7	-39
CC(c1ccon1)N(C)Cc1cn(Cc2ccccc2)nc1-c1ccc2c(c1)OCO2 (stereo unspecified)
→ 6	0	1	1	1	4	-2	-3	12	-17	10
O=C(O)c1cccc(N/N=C/c2ccc(OC(F)(F)F)cc2)c1
→ 39	-101	21	4	-4	-45	29	-64	-225	-18	-163
CCN1C(=O)N[C@@H](c2cccs2)C(C(=O)OC)=C1C
→ -5	9	-23	18	-2	-7	24	-11	-3	-6	4
CC(=O)c1ccc(NC(=S)NC(=O)/C=C/c2ccco2)cc1
→ 7	-37	-3	0	2	0	-45	-13	-32	3	-42
CC(=O)c1c(C)[nH]c(C(=O)Nc2cccc(C)n2)c1C
→ -11	-60	47	12	-92	-62	-55	-1	-141	53*	-31
CCCOc1ccc(/C=C2/C(=O)ON=C2C)cc1Cl
→ 10	9	-8	-18	-39	4	6	8	29	-4	3
O=C(CN1CCN(S(=O)(=O)c2ccc(F)cc2)CC1)Nc1ccc(Cl)c(C(F)(F)F)c1
→ -3	13	60*	-7	8	13	60	26	19	26	2

Single values from the list.
`O=C(CN1CCN(S(=O)(=O)c2ccc(F)cc2)CC1)Nc1ccc(Cl)c(C(F)(F)F)c1` in NR5A2 inv ag shows 19
`COc1ccc(CN(C(=O)c2cc3ccccc3oc2=O)C2CCCCC2)cc1OC` in SRC1 inh shows -39
